OXTR potentiator: human OXTR potentiation. AID 2445. 0.061% of 320,000 active. CHO-OTR cells, Fluo-8 calcium fluorescence, potentiator mode; 0% = oxytocin EC15, 100% = EC100. activation, % at 3 µM. P30559;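 active = activation above that plate's cutoff, the mean activation of tested compounds plus 3 SD, cut at about 6.6% in these data, passing the limit was not always enough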;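 also: 100% uses oxytocin at 75 nM as the full agonist control; some results filed as inactive read as strong as hits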
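Assay system: CHO cell line stably expressing human OTR | Also added: Oxytocin at about EC15, sub-maximal agonist stimulus | Times: Compound 6 min at room temperature before oxytocin, 100 s read | Measured by: Fluo-8 intracellular calcium fluorescence, ex 470-495, em 515-575 nm | Controls: EC15 oxytocin alone as 0%, 75 nM oxytocin as 100%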
GPR7 antagonist: human neuropeptides B/W receptor 1 antagonism | AID 1861 | GPR7-expressing cells, fluorescence antagonist assay | 1.1% of 290,000 active | inhibition, % at 4.4 µM; in the data active = inhibition above about 16%, passing the limit was not always enough;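 also: cells stimulated with the agonist NPW; 0% = agonist with vehicle and 100% = vehicle without agonist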
MEKK2mut PB1 HTS: signal of MEK5 binding to mutant human MEKK2 PB1 domain; 0.35% of 290,000 active; AID 1530; percent response, % at 10 µM; bead flow cytometry, Alexa488-MEK5 binding to MEKK2 mutant; in the data active = percent response above about 24%, passing the limit was not always enough; also: inactives centre near 1; some results filed as inactive read as strong as hits
OXTR ag: human OXTR agonism; 0.32% of 320,000 active; AID 2435; P30559; activation, % at 3 µM; CHO-OTR cells, Fluo-8 calcium fluorescence; normalized: DMSO 0%, oxytocin 100%;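 active = activation above the mean of all tested compounds plus 3 SD, cutoff set per screening run, cut at about 20% in these data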;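 also: peak over basal fluorescence ratio from a 100 s FLIPR kinetic read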
V1aR counter: V1a receptor agonism, counter-screen for OXTR agonists | activation, % at 3 µM | CHO-V1R cells, Fluo-8 calcium fluorescence, agonist mode; 0% DMSO, 100% 3 nM vasopressin | AID 2797 | 0.25% of 320,000 active | P37288;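 active = activation above the mean activation of all tested compounds plus 3 SD, per screening run, cut at about 20% in these data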;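 also: signal is peak over basal fluorescence ratio across a 100 second FLIPR read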
Target sequence (P37288 whole entry, looked up): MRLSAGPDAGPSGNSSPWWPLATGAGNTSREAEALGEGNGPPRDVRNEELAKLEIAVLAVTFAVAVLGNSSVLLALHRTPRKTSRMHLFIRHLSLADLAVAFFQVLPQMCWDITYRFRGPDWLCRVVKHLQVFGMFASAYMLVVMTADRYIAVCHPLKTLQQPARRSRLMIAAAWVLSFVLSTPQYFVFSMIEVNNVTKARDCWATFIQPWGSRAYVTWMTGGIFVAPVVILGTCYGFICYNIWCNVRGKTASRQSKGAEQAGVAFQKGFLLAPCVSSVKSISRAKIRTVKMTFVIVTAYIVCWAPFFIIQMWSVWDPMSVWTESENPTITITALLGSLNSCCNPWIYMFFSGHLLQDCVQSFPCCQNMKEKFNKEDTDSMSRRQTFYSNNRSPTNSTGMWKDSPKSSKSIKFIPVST
NALP1 inh: blocks the NALP1 inflammasome reconstituted in yeast | 0.61% of 280,000 active | inhibition, % at 10 µM | S. cerevisiae NALP1/ASC/caspase-1 growth, X-gal OD620, 72 h; in the data active = inhibition mostly above about 24%, no sharp cut-off; inactive = mostly below about 32%; also: some compounds called inactive have numbers as strong as hits
MEKK2wt PB1 HTS: raises or lowers MEK5 binding to wildtype human MEKK2 PB1 domain | 1.1% of 290,000 active | binding response (% of control), % at 10 µM | AID 1531 | Q9Y2U5 | bead flow cytometry, Alexa488-MEK5 binding to MEKK2 WT; actives lie on both sides; in the data active = binding response below about 67% or above about 130%
GalR3 antag: antagonists of human GalR3; O60755; HEK293 GalR3-CNG cAMP membrane potential fluorescence; galR3 body fused to GalR1 C-terminus; inhibition, % at 3 µM; 0.44% of 360,000 active;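 active = inhibition above the screen-wide average plus 3 SD, cut at about 13% in these data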;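 also: forskolin and galanin both at EC90 stimulate the cells; cAMP rise reported by CNG channel membrane potential dye signal; 0% = forskolin plus galanin with DMSO and 100% = forskolin alone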
Target sequence (O60755 1-299 limits assumed): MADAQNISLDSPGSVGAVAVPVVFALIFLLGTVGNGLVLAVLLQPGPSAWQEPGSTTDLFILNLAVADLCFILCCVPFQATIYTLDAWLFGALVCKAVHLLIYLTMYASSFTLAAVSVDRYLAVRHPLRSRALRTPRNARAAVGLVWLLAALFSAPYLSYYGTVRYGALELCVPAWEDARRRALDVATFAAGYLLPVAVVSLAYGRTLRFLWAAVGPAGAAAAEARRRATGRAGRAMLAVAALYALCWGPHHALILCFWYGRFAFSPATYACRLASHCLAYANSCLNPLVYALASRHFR
PfM18AAP inh: PfM18AAP enzyme inhibition | recombinant PfM18AAP, H-Glu-NHMec fluorogenic cleavage | inhibition, % at 7.35 µM | 1.2% of 290,000 active;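 active = inhibition above the campaign mean inhibition over all tested compounds plus 3 SD, cut at about 28% in these data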;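 also: 0% = plate median of test compound wells and 100% = 2 mM ZnCl2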
* hit, by the source's call; . = not tested or not shown; & = joins results of further samples. This is a random part of the collection, and some 4.1% of all compounds hit somewhere here.

smiles,OXTR potentiator,GPR7 antagonist,MEKK2mut PB1 HTS,OXTR ag,V1aR counter,NALP1 inh,MEKK2wt PB1 HTS,GalR3 antag,PfM18AAP inh
COc1ccc(Cc2noc(CN3CCCN(Cc4ccc(F)cc4)CC3)n2)cc1OC,-7.2,10.2,-6.0,-0.1,2.6,-8.6,103.0,-5.9,-7.6
CC1(C)Cc2c(c(N3CCOCC3)nc3snc(NC(=O)c4ccccc4)c23)CO1,-6.0,4.2,-3.0,0.0,0.4,3.9,95.0,2.2,-2.5
NC(=O)C1CCN(c2ncccc2[N+](=O)[O-])CC1,-18.6,-6.3,-6.0,1.3,0.2,9.6,94.0,5.7,-5.4
CCOc1ccc(-n2c(C)nc3cc(C(=O)NCC4CCCO4)ccc32)cc1 (stereo not drawn),1.4,-13.2,3.0,0.3,0.4,14.8,107.0,0.1,2.5
O=C(CCC(=O)n1ncc2ccccc21)N1CCCCC1,-1.5,-11.0,2.0,0.1,-0.5,26.1,100.0,.,-3.6
COc1ccc(S(=O)(=O)N2Cc3ccccc3CC2C(=O)O)cc1OC (stereo not drawn),-1.6,-8.0,3.0,0.8,0.0,-5.6,118.0,4.3,-3.0
COc1ccc(-c2nn(-c3ccccc3)cc2/C=N/Nc2ccccn2)cc1OC,-10.9,-7.4,0.0,-0.2,0.7,11.6,104.0,-0.8,-0.8
N#CN=C(N)c1ccccc1,-2.5,-14.6&-8.8,-2.0&-28.0,-0.9,1.3,-6.8,99.0&79.0,0.0,1.7&4.7
CCOC(=O)c1nn(-c2ccccc2C)c(=O)c2c(N)scc12,-0.2,-1.1,-1.0,0.0,0.5,17.1,103.0,0.7,0.5
CCn1c(CSc2nc3ccccc3s2)nc2ccccc21,-23.5,-4.8,-3.0,3.7,6.6,16.1,97.0,-2.4,-13.8
CC(C)NC(=O)c1ccc(CSCc2ccccc2Cl)o1,-16.3,-6.8,10.0,5.0,6.6,8.1,106.0,-8.0,-6.9
N#CSCC(=O)c1cccc2ccccc12,-6.1,-6.1,3.0,0.8,-0.1,25.8,104.0,1.1,13.3
CNC(=O)c1[nH]cnc1C(=O)Nc1ccc(Cl)cc1,-4.5,-9.2,-2.0,-0.7,-0.6,15.9,104.0,-6.8,-1.0
COc1cc(NC(=O)COC(=O)CC(C)(C)C)c(C)cc1[N+](=O)[O-],-6.2,-0.7,-1.0,-1.7,2.3,41.2,104.0,-3.0,4.9
COc1cccc([C@@H]2Oc3ccc(OC)cc3C(=O)[C@H]2OC(=O)Nc2cc(OC)c(OC)c(OC)c2)c1,-10.5,-9.6,5.0,-0.3,2.5,28.4,97.0,.,-1.4
COc1ccc(NS(=O)(=O)Cc2ccccc2)cc1OC,-5.1,-12.8,6.0,0.9,0.9,6.2,99.0,1.9,0.8
O=C(CCc1nc(-c2ccccc2F)no1)NC1CCCCC1,-1.3,-2.2,.,0.3,-0.2,11.8,.,1.5,-3.4
CC(C)OCCCNC(=O)C1CCC(CNS(=O)(=O)c2ccccc2)CC1 (stereo not drawn),1.4,19.9,-2.0,-0.4,-0.1,29.4,94.0,25.6*,1.0
O=S(=O)(N/N=C\c1ccc2c(c1)OCO2)c1ccccc1,.,-13.0,-3.0,.,.,5.7,97.0,-1.8,3.4
Cc1ccccc1NC(=O)CSCC(=O)Nc1ccccc1C,-5.6,-0.7,-6.0,0.0,-1.1,3.4,88.0,-5.6,-4.7
CCOc1ccccc1N/C=C/C(=O)C(C)(C)C,4.2,-7.5,-3.0,-2.1,-0.6,3.6,99.0,-3.6,-3.4
Cn1ccnc1C(=O)c1cc(SCC(=O)NCc2ccccc2)nc2ccccc12,-9.7,7.4,1.0,2.0,4.6,10.8,99.0,10.6,11.8
COc1ccc(C(=O)NC(C)c2nccs2)cc1OC1CCN(C(C)C)CC1 (stereo not drawn),-1.9,-9.7,-2.0,0.3,-0.2,12.6,102.0,-7.9,-4.4
O=C(Nn1cnnc1)C(Sc1ccccc1)c1ccccc1 (stereo not drawn),-0.1,-2.0,4.0,-0.4,0.3,-8.2,110.0,-7.2,48.2*
C[C@H]1CN=C(N(C)C)N1CC1CCCC1,-0.6,.,.,-0.8,0.6,.,.,-9.5,.
CN1CCN(C(=S)C(=O)Nc2ccc(Br)cc2)CC1,-18.2,4.4,2.0,-0.6,0.3,5.0,103.0,39.6*,55.1*
O=C(c1ccc(Cl)cc1Cl)C1(n2cncn2)Oc2ccccc2C1O (stereo not drawn),0.4,-3.5,-3.0,0.3,0.8,21.5,95.0,-3.0,35.6*
CC(C)(C)OC(=O)CC[C@@H](C(=O)N1CCN(C(=O)OC(C)(C)C)CC1)n1cc(C(CO)NC(=O)OC(C)(C)C)nn1 (stereo partly drawn),2.0,-17.0,3.0,-0.7,0.8,-3.0,97.0,-2.8,6.3
CCCCCCSc1nsc(NC(C)=O)n1,-10.0,-5.1,3.0,-1.1,-0.3,26.0,103.0,-4.7,-2.2
O=C(COC(=O)c1ccccc1F)NC(=O)NC1CCCC1,1.2,.,.,-0.2,-0.6,.,.,-4.3,.
CC(=O)Nc1cccc(-c2nc3ccccc3s2)c1C,-0.9,10.4,-6.0,1.0,0.6,2.2,86.0,-2.7,7.2
O=C(COC(=O)COc1ccccc1)NCc1ccc2c(c1)OCO2,-3.4,.,.,2.4,1.5,.,.,-4.6,.
Cc1nc(SCC(=O)NCCc2ccccc2)c2oc3ccccc3c2n1,6.5,-0.9,-2.0,0.4,0.1,-8.6,95.0,-0.3,-18.2
CC(=O)c1ccc(S(=O)(=O)N2CCCC(N(C)CCc3ccccn3)C2)cc1 (stereo not drawn),-10.0,-7.4,4.0,-0.1,1.0,16.1,106.0,0.1,8.4
CCOC(=O)C1(CC2CC2)CCN(Cc2cn[nH]c2-c2ccccc2)CC1,-1.1,13.8,-10.0,1.9,2.0,1.1,93.0,-6.2,1.4
COCCCNC(=O)CN(c1cc(Cl)ccc1OC)S(C)(=O)=O,-3.3,-10.4,-2.0,-0.8,0.1,7.4,102.0,-6.4,1.1
Cc1ccc(N2CC(C(=O)Nc3nnc(SCC(=O)Nc4nc(C)cs4)s3)CC2=O)cc1 (stereo not drawn),-4.4,-6.7,-2.0,1.2,1.7,30.0,94.0,6.0,-4.2
COc1ccc(CCC(=O)OCC(=O)Nc2ccccc2OC(F)F)cc1OC,-8.1,1.4,-8.0,1.4,2.1,1.1,97.0,-0.6,-2.1
COc1ccc(OC)c(CN2CCN(C(=O)c3cccc(S(=O)(=O)Nc4ccccc4OC)c3)CC2)c1,1.6,.,.,0.8,-0.6,.,.,-5.3,.
COc1ccc(C(=O)NCCN2CCOCC2)c(OC)c1OC,-9.5,-17.1,12.0,-0.2,0.3,5.1,109.0,-5.1,1.9
COc1ccccc1Nc1ncc(C(=O)Nc2ccc(OC)c(OC)c2)c2ccccc12,-8.6,-7.1,0.0,2.0,1.6,31.8,101.0,-6.5,-4.4
Cc1ccc(S(=O)(=O)NCCC(=O)N2CCN(Cc3ccccc3)CC2)cc1,-10.3,-7.2,1.0,0.7,1.8,3.4,93.0,0.8,-8.9
CCN(CC)C(=O)COc1coc(CN2CCN(Cc3ccccc3)CC2)cc1=O,-2.7,-2.2,0.0,0.4,0.2,-0.7,101.0,3.8,3.9
COc1cccc(-c2nnc(NC(=O)c3ccc4ncsc4c3)o2)c1,0.3,-6.5,-1.0,-0.7,-0.2,22.2,104.0,-5.3,-4.9
CCOC(=O)c1c(NC(=O)CSc2nnc(-c3ccccc3)n2CC)sc(C(C)=O)c1C,-9.2,-6.5,3.0,-2.1,0.4,-1.5,103.0,-5.3,1.8
COc1nc(Nc2cccc([N+](=O)[O-])c2)nc(OC)n1,-1.8,-5.8,-2.0,-0.7,-0.4,3.4,103.0,-6.6,-4.5
O=C(O)c1cccc(Cn2cccn2)c1,-10.3,-5.3,.,0.3,-0.4,9.6,.,-0.8,-1.8
Cc1ccc(OCC(=O)N2CCOCC2)cc1C,-7.9,-8.3,-2.0,-0.3,0.5,27.6,97.0,-5.9,-2.8
N#C/C(=C\c1ccccc1OCC(=O)O)c1nc2ccccc2[nH]1,-12.4,-0.2,7.0,-0.2,-0.4,15.2,105.0,-6.2,-0.2
Cc1nn(C(C)C(=O)NCc2cccs2)c(=O)c2nn(-c3ccccc3)c(C)c12 (stereo not drawn),3.0,-12.8,2.0,-0.1,0.6,25.5,102.0,-7.6,3.7
O=C(CNC(=O)C1COc2ccccc2O1)N/N=C/c1ccc([N+](=O)[O-])cc1 (stereo not drawn),-8.4,-2.7,-2.0,2.6,4.5,6.8,96.0,-10.6,7.3
COc1ccc(S(=O)(=O)N2CCc3ccccc32)cc1C(=O)OCc1c(C)noc1C,-21.9,-4.5,0.0,0.3,1.8,21.9,102.0,-5.2,-2.4
Cc1ccccc1NC(=O)CSCCO,-2.5,-1.9,-4.0,0.8,0.4,.,90.0,-3.8,-0.6
COC(=O)c1cccc(NC(=O)Cn2cnc3c2c(=O)n(C)c(=O)n3C)c1,-3.2,.,0.0,0.2,0.5,7.8,98.0,-0.7,.
Cc1cc(C)c(S(=O)(=O)NCc2nc3nc(C)cc(C)n3n2)c(C)c1,1.9,-2.8,4.0,-0.6,-0.5,-19.3,105.0,.,-6.7

Just GalR3 antag and NALP1 inh, for 2 of the compounds above:
| Molecule | GalR3 antag | NALP1 inh |
| --- | --- | --- |
| COc1ccc(CCC(=O)OCC(=O)Nc2ccccc2OC(F)F)cc1OC | -0.6 | 1.1 |
| COc1ccc(OC)c(CN2CCN(C(=O)c3cccc(S(=O)(=O)Nc4ccccc4OC)c3)CC2)c1 | -5.3 | . |
